HIV RNase H inh: inhibitors of HIV-1 reverse transcriptase RNase H. 65,000 tested, 1.9% active. RT-RNase H RNA/DNA duplex cleavage, fluorescence. AID 565. P04585. inhibition, % at 10 µM; in the data active = inhibition above about 50%
RmlC RmlD mix: RmlC/RmlD inhibition, mixture screen; RmlC/RmlD coupled enzyme inhibition, 384-well mixture HTS; inhibition, % at 5.5 µM; 110,000 tested, 0.39% active; AID 1532; in the data active = inhibition above about 30%, passing the limit was not always enough; inconclusive = no clear call, values can overlap the other calls; note: strong numbers were not always called active
Numbers without * were called inactive; u = inconclusive; x = not tested or not shown. Only part of the results is shown; the hit share may differ from the screen's.

CCN(CC)C(=O)CSc1nc(-c2ccco2)cc(C(F)(F)F)c1C#N
  HIV RNase H inh: x; RmlC RmlD mix: -14

CC(C)(C)N(NC(=O)c1ccccc1)C(=O)c1ccccc1
  HIV RNase H inh: x; RmlC RmlD mix: 3

Cc1nc2ccc(S(=O)(=O)NCC(=O)N3CCN(c4ccccc4)CC3)cc2s1
  HIV RNase H inh: -11; RmlC RmlD mix: 6

Cc1nn(CC(=O)O)c(C)c1Cl
  HIV RNase H inh: x; RmlC RmlD mix: 3

O=C(CN1CCOCC1)Nc1nc(-c2ccc3c(c2)CCN3S(=O)(=O)c2ccccc2)cs1
  HIV RNase H inh: 1; RmlC RmlD mix: -11

COc1ccc2c(c1)C1(Nc3ccccc3C(=O)N1c1ccccc1)C(=O)N2 (centres undefined)
  HIV RNase H inh: 1; RmlC RmlD mix: -7

Fc1ccc(-c2nc3ccncc3[nH]2)cc1
  HIV RNase H inh: x; RmlC RmlD mix: 0

CC(C)n1nnnc1SCC(=O)N1CCOCC1
  HIV RNase H inh: 0; RmlC RmlD mix: 26

C/C=C/C=C/C(=O)[C@@H]1[C@@H]([C@]2(C)OC(=O)C(C)=C2O)[C@H]2/C(=C(O)/C=C/C=C/C)C(=O)[C@]1(C)C(=O)C2(C)O (some centres undefined)
  HIV RNase H inh: x; RmlC RmlD mix: -2

COc1ccccc1-n1c(SC)nc(O)cc1=O
  HIV RNase H inh: 0; RmlC RmlD mix: -11

CCCCCCn1c(-c2ccco2)nc2oc3cc(OC)ccc3c(=O)c2c1=O
  HIV RNase H inh: -2; RmlC RmlD mix: -4

O=C(O)CCCC(=O)Nc1ccn(-c2ccccc2)n1
  HIV RNase H inh: -8; RmlC RmlD mix: -1

O=C(CCNS(=O)(=O)c1cccc2nsnc12)N1CC(=O)N(CCc2ccccc2)C(=O)C1
  HIV RNase H inh: -4; RmlC RmlD mix: -157

COC(=O)c1ccc(COC(=O)c2ccc(-n3cnnn3)cc2)o1
  HIV RNase H inh: -22; RmlC RmlD mix: 3

COc1cccc(-c2nnc(SCC(=O)OC(C)C)n2Cc2ccco2)c1
  HIV RNase H inh: -2; RmlC RmlD mix: -1

COc1ccc(C(c2nnnn2Cc2cccs2)N2CCN(c3ccccc3)CC2)cc1OC (centres undefined)
  HIV RNase H inh: -9; RmlC RmlD mix: -13

C=CCOc1c(Br)cc(CNn2nnnc2N)cc1OC
  HIV RNase H inh: -15; RmlC RmlD mix: 2

CCN1CCN(C(=O)CN(c2ccc(C)cc2)S(C)(=O)=O)CC1
  HIV RNase H inh: -10; RmlC RmlD mix: 6

Cc1ccc(C)c(NC(=O)CN2C(=O)CNC2=O)c1
  HIV RNase H inh: x; RmlC RmlD mix: 6

CCc1cccc(C)c1NC(=O)C1=C(C(=O)O)CCCC1
  HIV RNase H inh: -13; RmlC RmlD mix: -6

Single entries from the results shown.
Reading for `CCCCCCn1c(-c2ccco2)nc2oc3cc(OC)ccc3c(=O)c2c1=O` under HIV RNase H inh: -2
Reading for `CCc1cccc(C)c1NC(=O)C1=C(C(=O)O)CCCC1` under RmlC RmlD mix: -6

(cont.)
CSc1ccccc1NC(=O)CSc1nnnn1-c1ccccc1SC
  HIV RNase H inh: -103; RmlC RmlD mix: 3

O=C(Nc1ccccc1C(=O)NCc1ccco1)c1ccco1
  HIV RNase H inh: -2; RmlC RmlD mix: -16

O=C(CSc1ncnc2ccccc12)Nc1ccc(N2CCOCC2)cc1
  HIV RNase H inh: -9; RmlC RmlD mix: 12

O=S(=O)(c1ccc(F)cc1)N1CN(Cc2ccco2)c2nc3ccccc3nc21
  HIV RNase H inh: x; RmlC RmlD mix: -14

C(=N\N1CCN(Cc2cccc3ccccc23)CC1)/c1cccnc1
  HIV RNase H inh: x; RmlC RmlD mix: -9

S=C(NCCC(c1ccccc1)c1ccccc1)Nc1cccc(Cl)c1
  HIV RNase H inh: x; RmlC RmlD mix: -10

CCOC(=O)/C(C(=O)Nc1ccccc1Cl)=C1/NC(C)(C)Cc2ccccc21
  HIV RNase H inh: x; RmlC RmlD mix: -7

Cc1ccc2nc3c(cc2c1)c(NC(=O)c1cccnc1)nn3C
  HIV RNase H inh: -13; RmlC RmlD mix: -7

Cc1c(/C=C/C(=O)c2ccc(Cl)s2)cnn1C
  HIV RNase H inh: x; RmlC RmlD mix: 15

CCOC(=O)N1CCN(C(=O)CSc2nnc(-c3cccs3)o2)CC1
  HIV RNase H inh: -2; RmlC RmlD mix: u

Record cards (already shown):
`O=C(CSc1ncnc2ccccc12)Nc1ccc(N2CCOCC2)cc1` as listed: HIV RNase H inh = -9; RmlC RmlD mix = 12
`O=C(Nc1ccccc1C(=O)NCc1ccco1)c1ccco1` as listed: HIV RNase H inh = -2; RmlC RmlD mix = -16
`CCOC(=O)N1CCN(C(=O)CSc2nnc(-c3cccs3)o2)CC1` as listed: HIV RNase H inh = -2; RmlC RmlD mix = u

Pulled one by one from the list above, six records:
O=C(CSc1ncnc2ccccc12)Nc1ccc(N2CCOCC2)cc1
  HIV RNase H inh: -9; RmlC RmlD mix: 12

O=S(=O)(c1ccc(F)cc1)N1CN(Cc2ccco2)c2nc3ccccc3nc21
  HIV RNase H inh: x; RmlC RmlD mix: -14

Cc1c(/C=C/C(=O)c2ccc(Cl)s2)cnn1C
  HIV RNase H inh: x; RmlC RmlD mix: 15

CCOC(=O)/C(C(=O)Nc1ccccc1Cl)=C1/NC(C)(C)Cc2ccccc21
  HIV RNase H inh: x; RmlC RmlD mix: -7

S=C(NCCC(c1ccccc1)c1ccccc1)Nc1cccc(Cl)c1
  HIV RNase H inh: x; RmlC RmlD mix: -10

CCOC(=O)N1CCN(C(=O)CSc2nnc(-c3cccs3)o2)CC1
  HIV RNase H inh: -2; RmlC RmlD mix: u

Further entries follow:
O=C(Cn1c(=O)n(-c2cccc(Cl)c2)c(=O)n1CC(=O)N1CCCCC1)N1CCCCC1
  HIV RNase H inh: -12; RmlC RmlD mix: 9

CCOC(=O)c1c(C)nc2c(C)cccn12
  HIV RNase H inh: x; RmlC RmlD mix: -9

CC1CCC/C(=N\NC(=S)NCc2ccccc2)C1 (centres undefined)
  HIV RNase H inh: x; RmlC RmlD mix: 0

COc1ccc(-c2nc(CN3CCC(C(=O)NC(C)C)CC3)c(C)o2)cc1OC
  HIV RNase H inh: -3; RmlC RmlD mix: x

CCCOc1ccc(C(=O)NC(C)C(=O)O)cc1 (centres undefined)
  HIV RNase H inh: x; RmlC RmlD mix: -5

Cc1cc(-c2ccccc2)nc(N2CCC(C(=O)NC(C)C)CC2)n1
  HIV RNase H inh: -16; RmlC RmlD mix: 1

CCNC(=O)c1c(NC(C)=O)sc2c1CCCC2
  HIV RNase H inh: x; RmlC RmlD mix: 11

Cc1nc(=O)cc(-c2ccccc2)n1-c1ccccc1
  HIV RNase H inh: -12; RmlC RmlD mix: -11

Cc1sc2ncnc(OCC(=O)N3CCN(S(=O)(=O)c4ccc(Cl)cc4)CC3)c2c1C
  HIV RNase H inh: 8; RmlC RmlD mix: -7

CC1CCCCN1S(=O)(=O)c1ccc(S(=O)(=O)N2CCN(c3ccc(F)cc3)CC2)cc1 (centres undefined)
  HIV RNase H inh: 42; RmlC RmlD mix: 5

CC(Sc1nnnn1C)C(=O)Nc1ccc(Oc2ccccc2)cc1 (centres undefined)
  HIV RNase H inh: -7; RmlC RmlD mix: -8

CCN(CC)P1(=O)OC(c2cc(OC)c(OC)c(OC)c2)=Nc2c1c(C)nn2-c1ccccc1 (centres undefined)
  HIV RNase H inh: 4; RmlC RmlD mix: -8

O=C(COC(=O)C1COc2ccccc2O1)NC(=O)NC1CCCCC1 (centres undefined)
  HIV RNase H inh: x; RmlC RmlD mix: 4

Cn1c(=O)[nH]c(=O)c2c1nc(N1CCCCCC1)n2CC(=O)c1ccccc1
  HIV RNase H inh: 2; RmlC RmlD mix: x

Cc1ccccc1C(=O)c1c[nH]c(C(N)=O)c1
  HIV RNase H inh: x; RmlC RmlD mix: 3

CCP(=O)(CC)C(C)(C)CP(=O)(c1ccccc1)c1ccccc1
  HIV RNase H inh: x; RmlC RmlD mix: 4

O=C(CN(CCN1CCOCC1)C(=O)Cn1nnc(-c2ccc(F)cc2)n1)NC1CCCCC1
  HIV RNase H inh: -5; RmlC RmlD mix: -8

Fc1ccc2c(c1)C(c1ccncc1)=NNC(c1ccc(Cl)cc1)=N2
  HIV RNase H inh: x; RmlC RmlD mix: -24

COCCNC(=O)C1CC2Cn3c(nc4ccccc43)C2N1C (centres undefined)
  HIV RNase H inh: x; RmlC RmlD mix: 5

CCOc1ccc(S(=O)(=O)Nc2cc(Sc3ncn[nH]3)c3oc(=O)sc3c2)cc1
  HIV RNase H inh: 88*; RmlC RmlD mix: -15

CCn1c2c(c3cc(OCC(C)C)ccc31)CCCC2=O
  HIV RNase H inh: x; RmlC RmlD mix: -19

CCOC(=O)c1[nH]c2ccc(OC)cc2c1NS(=O)(=O)c1ccc(OC)cc1OC
  HIV RNase H inh: -17; RmlC RmlD mix: 59

Cc1oc(-c2ccc(Cl)cc2)nc1CN1CCC(C(=O)N2CCN(c3ccccn3)CC2)CC1
  HIV RNase H inh: -2; RmlC RmlD mix: x

O=c1[nH][nH]c(C(F)(F)F)c1C=NCc1ccc(Cl)cc1
  HIV RNase H inh: x; RmlC RmlD mix: 7

c1nc(N2CCOCC2)c2sc3nc(N4CCOCC4)c4c(c3c2n1)CCCC4
  HIV RNase H inh: -6; RmlC RmlD mix: x

CCOC(=O)C(C(=O)NCCCN1CCOCC1)C1CCCCC1 (centres undefined)
  HIV RNase H inh: x; RmlC RmlD mix: -18

Cc1nn(-c2ccccc2)c(Oc2ccc(F)cc2)c1/C=N/n1cnnc1
  HIV RNase H inh: -3; RmlC RmlD mix: 1

C=CCNC(=O)C12CC3(C)CC(C)(CC(C)(C3)C1)C2
  HIV RNase H inh: x; RmlC RmlD mix: 0

Cc1cc(C)n(-c2ccc(C(=O)Oc3ccc4c(c3)OCO4)cc2)n1
  HIV RNase H inh: 0; RmlC RmlD mix: -8

COc1cc2c(cc1OC)C(C(=O)Nc1ccc3c(c1)OCCO3)C(c1cccnc1)N(C)C2=O (centres undefined)
  HIV RNase H inh: 9; RmlC RmlD mix: x

COc1cc2c(=O)n(CCCN3CCOCC3)c(=S)[nH]c2c(OC)c1OC
  HIV RNase H inh: 5; RmlC RmlD mix: 1

O=C1OCC(Cn2c3ccccc3c3ccccc32)O1 (centres undefined)
  HIV RNase H inh: -10; RmlC RmlD mix: -9

CCOC(=O)N1CCN(Cc2cc(=O)oc3ccc(Cl)cc23)CC1
  HIV RNase H inh: -12; RmlC RmlD mix: -5

Cc1onc(-c2ccccc2Cl)c1C(=O)N1CCN(c2nc3ccccc3s2)CC1
  HIV RNase H inh: -11; RmlC RmlD mix: -9

Cc1cc(C)cc(-n2c(C)cc(C=C(C#N)C#N)c2C)c1
  HIV RNase H inh: x; RmlC RmlD mix: -9

COc1ccc(CC(=O)Nc2c3c(nn2-c2cccc(C)c2C)CS(=O)C3)cc1 (centres undefined)
  HIV RNase H inh: -10; RmlC RmlD mix: 12

C=CCn1c(C)cc(C(=O)CSc2nnc(NC(C)C)s2)c1C
  HIV RNase H inh: x; RmlC RmlD mix: 7

COc1ccc2sc(NC(C)=O)nc2c1
  HIV RNase H inh: -12; RmlC RmlD mix: 5

COc1ccc(C(=O)Cn2c(Br)nc3c2c(=O)n(C)c(=O)n3C)cc1
  HIV RNase H inh: -16; RmlC RmlD mix: 4

O=C(O)c1ccc(CNC(=O)c2ccc(Br)o2)cc1
  HIV RNase H inh: 3; RmlC RmlD mix: 17

COCCOc1nc2ccccc2nc1C
  HIV RNase H inh: -4; RmlC RmlD mix: 8

O=C(CSc1cccc(C(F)(F)F)c1)NC(=O)NCc1ccco1
  HIV RNase H inh: -58; RmlC RmlD mix: -5

O=C(CCN1CCOCC1)c1ccccc1
  HIV RNase H inh: x; RmlC RmlD mix: -19

Cc1cc(=O)[nH]c(SCc2cc(Cl)ccc2OC(F)F)n1
  HIV RNase H inh: -31; RmlC RmlD mix: -6
